Siah-1 displacement: Siah-1 peptide-binding antagonists, primary screen, biochemical, fluorescence polarization, rhodamine-plectin, uHTS (AID 1817) | E3 ubiquitin-protein ligase SIAH1 (Homo sapiens) | Siah-1 / rhodamine-plectin peptide fluorescence polarization; higher % means a stronger effect | displacement, % at 20 µM; hits with a dose series show IC50 in µM | hit rate 0.02% among 290,000;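 active = displacement of at least 50% at 20 µM, with a fluorescence ratio check between 0.3 and a set limit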;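 also: plate controls were Siah plus tracer with DMSO for no effect and tracer alone without Siah for full effect; strong numbers were not always called active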
Myeloid diff MLP: induction of myeloid progenitor differentiation, primary screen, cell-based, flow cytometry, MLPCN library | calls only at 10 µM | hit rate 1% among 360,000 | ER-HoxA9 myeloid progenitors, lysozyme-GFP differentiation;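 active = normalized GFP-positive differentiation at or above the plate's own cutoff, the solvent-only control mean plus 3 SD; inconclusive = no clear call, values can overlap the other calls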;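 also: cells exposed to compound for four days before flow analysis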
Salmonella PhoP GFP: inhibitors of PhoP regulon expression, primary screen, Salmonella Typhimurium, GFP reporter (AID 1863); inhibition, % at 50 µM; hits with a dose series show IC50 in µM; hit rate 0.16% among 300,000; S. Typhimurium PhoP-regulated promoter GFP reporter, 4 h; higher % means a stronger effect;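 active = inhibition over 29.93%, a cutoff 3 SD above the screen mean, later confirmed by dose response; inconclusive = inhibition over 29.93% but no dose response follow-up; inactive = inhibition at most 29.93% or unconfirmed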;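 also: 0% = low Mg2+ inducing control and 100% = high Mg2+ repressing control; strong numbers were not always called active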
Myeloid diff MLP GFP+ MAC1+ %: recorded beside Myeloid diff MLP, whose call it bears; GFP+ MAC1+ double positive, %; measured here: differentiation confirmed by MAC1 staining
Numbers without * were called inactive; i = inactive; ? = inconclusive; . = not tested or not shown; + = active, no number. The list is partial (hit frequency here may not be typical).

SMILES | Siah-1 displacement | Myeloid diff MLP | Myeloid diff MLP GFP+ MAC1+ % | Salmonella PhoP GFP
O=C(c1ccc(F)cc1)N1CCCC(C(=O)N2CCN(c3ccccc3)CC2)C1 (stereo not given) | 6.3% | i | 0.4 | -1.5%
Cc1cccc(C)c1-n1nnnc1C(C)(C)N1CCN(N=O)CC1 | 1.1% | i | 0.7 | -5.1%
Cc1ccc(-n2c(O)c(C=NC3CCS(=O)(=O)C3)c3ccccc3c2=O)c(C)c1 (stereo not given) | 0.1% | i | 0.5 | -9.1%
COc1ccc(N2C(=O)[C@H]3[C@@H](C2=O)C2c4ccccc4C=NN2[C@H]3C(=O)C(C)(C)C)cc1 (stereo not given in full) | -5.5% | i | 0.1 | -3.1%
COc1cccc(CNC(=O)CCCn2nc(C)n3c(cc4sccc43)c2=O)c1 | 1.9% | i | 3.0 | -5.8%
COc1cccc(CNC(=O)C(C)n2nc(C)n3c(cc4occc43)c2=O)c1 (stereo not given) | 7.7% | i | 0.4 | 2.6%
Cc1csc2c(=O)n(CCO)c(=O)[nH]c12 | 9.5% | i | 0.6 | -0.5%
O=C(O)c1ccccc1Sc1ccccc1S(=O)(=O)NC1CCCCC1 | -3.8% | i | 0.2 | -5.6%
COCCNC(=O)c1cc(-c2ccccn2)nc2ccc(S(=O)(=O)N3CCC(C)CC3)cc12 | 11.5% | i | 0.0 | 7.5%
CC(=O)c1c(COC(=O)c2cccc(C)c2)nc2ccccc2[n+]1[O-] | 12.8% | i | 0.8 | -3.0%
CCOC(=O)Cc1csc(NC(=O)Nc2ccc(OC(F)(F)F)cc2)n1 | 13.2% | i | 0.6 | -12.1%
CCN1CCc2c(sc(NC(=S)NC(=O)c3ccco3)c2C(N)=O)C1 | -10.9% | i | 4.0 | -4.4%
Cn1c(=O)cc(C(=O)N/N=C/c2ccc(F)cc2)[nH]c1=O | 8.0% | i | 0.7 | -10.1%
COc1cc(O)c(C(=O)/C=C/c2ccccc2)c(OC)c1 | 7.1% | i | 1.1 | -3.6%
COc1cccc(N2C(=O)C3NN=C(C(=O)CN4C(=O)c5ccccc5C4=O)C3C2=O)c1 (stereo not given) | -2.7% | i | 0.7 | -2.3%
CC1(C)CC(N=C2C([N+](=O)[O-])=CC=C3C2=NC2(CCCCC2)N3O)CC(C)(C)N1 | -7.8% | i | 1.3 | 8.4%
C/C(=N\NC(=O)CN1CCN(Cc2ccccc2)CC1)c1ccncc1 | 7.1% | i | 0.9 | 7.4%
CCCN1CNC(=S)N(c2cccc(C)c2)C1 | 2.4% | i | 0.5 | -3.8%
CCN(CC)c1ccc(/C=C2\SC(=O)N(C(C)C)C2=O)o1 | 0.9% | ? | . | -15.1%
COc1ccc2nc(N3CCCCC3)c(/C=C3\SC(=S)NC3=O)cc2c1 | 6.3% | i | 0.6 | -7.0%
Cc1oc(S(=O)(=O)N2CCCCC2)cc1NC(=O)Nc1ccc(F)cc1 | -1.2% | i | 0.8 | -8.4%
NC(=O)c1ccc(NC(=O)CN2CCN(C(=O)c3ccco3)CC2)cc1 | -2.0% | i | 3.8 | 5.2%
Cc1ccc(S(=O)(=O)NNC(=O)c2cc(C)cs2)cc1 | 13.5% | i | 1.8 | -4.3%
O=C(c1ccc(Cl)cc1)N1CCCC(C(=O)N2CCc3ccccc3C2)C1 (stereo not given) | -0.9% | i | 0.6 | -11.7%
Cc1oc(C(C)(C)C)cc1C(=O)NCc1ccc2c(c1)OCO2 | -1.4% | i | 0.6 | 3.7%
Cn1c(=O)c([N+](=O)[O-])c(N2CCSCC2)c2ccccc21 | -2.0% | i | 0.7 | -11.2%
NC(=O)N/N=C/C=C/c1ccc(F)cc1 | -0.2% | i | 0.6 | -0.7%
CN1CCN(C(=S)c2ccc(-c3cc(Cl)ccc3Cl)o2)CC1 | 12.4% | i | 0.2 | 1.3%
COc1ccc(CNC(=O)C(C)n2nc(C)c3c(C)n(-c4ccccc4)nc3c2=O)c(OC)c1 (stereo not given) | -2.7% | i | 0.0 | 16.5%
COc1ccc(C(=O)Nc2ccc3c(c2)CCCN3C(=O)c2cccs2)c(OC)c1 | 0.8% | i | 1.0 | 2.2%
COc1cc(OC)cc(N2C(=O)CSCC2=O)c1 | 14.8% | i | 0.5 | -2.1%
CC(C)(C)NC(=S)NC(C)(C)C | 0.6% | i | 0.7 | -4.0%
COc1ccc(CN2CCc3ccccc3C2)c(OC)c1 | 9.3% | i | 0.8 | -7.1%
Cc1ccc(-c2cc(-c3ccco3)c(C#N)c(=O)[nH]2)cc1 | 15.3% | i | 0.3 | -17.6%
CCOc1ccc(/C=N/NC(=S)NC2CC3C=CC2C3)cc1 (stereo not given) | 6.2% | i | 0.0 | -1.6%
CCOC(=O)C1=NNC(C(=O)c2ccccc2)C1c1ccc(C)cc1 (stereo not given) | 8.9% | i | 0.7 | -0.4%
CCOC(=O)C1CCN(C(=O)Nc2cc(Cl)cc(Cl)c2)CC1 | 1.2% | i | 0.5 | -1.5%
COc1cc(C=C2C(=O)c3ccccc3C2=O)cc(OC)c1 | 0.2% | + | 4.0* | -7.2%
COc1ccccc1C1CCN(C(=O)c2ccco2)CC1 | -5.3% | i | 0.1 | -6.1%
CCC(C(=O)NCc1ccco1)n1nc(C)c2c(C)n(-c3ccccc3)nc2c1=O (stereo not given) | 6.5% | i | 0.8 | 9.4%

14 structures out of the list, ordered by length of the SMILES, low to high:
SMILES | Siah-1 displacement | Myeloid diff MLP | Myeloid diff MLP GFP+ MAC1+ % | Salmonella PhoP GFP
CC(C)(C)NC(=S)NC(C)(C)C | 0.6% | i | 0.7 | -4.0%
NC(=O)N/N=C/C=C/c1ccc(F)cc1 | -0.2% | i | 0.6 | -0.7%
COc1cc(OC)cc(N2C(=O)CSCC2=O)c1 | 14.8% | i | 0.5 | -2.1%
COc1ccc(CN2CCc3ccccc3C2)c(OC)c1 | 9.3% | i | 0.8 | -7.1%
COc1ccccc1C1CCN(C(=O)c2ccco2)CC1 | -5.3% | i | 0.1 | -6.1%
COc1cc(C=C2C(=O)c3ccccc3C2=O)cc(OC)c1 | 0.2% | + | 4.0* | -7.2%
Cc1oc(C(C)(C)C)cc1C(=O)NCc1ccc2c(c1)OCO2 | -1.4% | i | 0.6 | 3.7%
Cc1ccc(-c2cc(-c3ccco3)c(C#N)c(=O)[nH]2)cc1 | 15.3% | i | 0.3 | -17.6%
Cn1c(=O)c([N+](=O)[O-])c(N2CCSCC2)c2ccccc21 | -2.0% | i | 0.7 | -11.2%
NC(=O)c1ccc(NC(=O)CN2CCN(C(=O)c3ccco3)CC2)cc1 | -2.0% | i | 3.8 | 5.2%
O=C(c1ccc(Cl)cc1)N1CCCC(C(=O)N2CCc3ccccc3C2)C1 (stereo not given) | -0.9% | i | 0.6 | -11.7%
COc1ccc(C(=O)Nc2ccc3c(c2)CCCN3C(=O)c2cccs2)c(OC)c1 | 0.8% | i | 1.0 | 2.2%
CCC(C(=O)NCc1ccco1)n1nc(C)c2c(C)n(-c3ccccc3)nc2c1=O (stereo not given) | 6.5% | i | 0.8 | 9.4%
COc1ccc(CNC(=O)C(C)n2nc(C)c3c(C)n(-c4ccccc4)nc3c2=O)c(OC)c1 (stereo not given) | -2.7% | i | 0.0 | 16.5%

(list continues)
SMILES | Siah-1 displacement | Myeloid diff MLP | Myeloid diff MLP GFP+ MAC1+ % | Salmonella PhoP GFP
Cc1nc(NC(=O)c2ccccc2)sc1-c1csc(Nc2ccc(C(=O)O)cc2)n1 | 28.7% | i | 0.4 | -5.5%
COc1ccc(CCn2c(NN=C3CCCCC3)nc3c2c(=O)[nH]c(=O)n3C)cc1 | -6.7% | i | 0.6 | -10.1%
Cc1ccc(NNC(=O)c2cccs2)cc1Cl | 12.2% | i | 0.5 | -6.2%
CCCc1cc(C(=O)N2CCC(n3nccc3NC(=O)c3ccc(OC)cc3)CC2)no1 | 2.0% | i | 2.2 | 3.7%
Cc1cc(C(=O)Nc2nccs2)c2cc(F)ccc2n1 | -3.0% | i | 1.5 | -1.0%
Cc1ccc(NCC(=O)N/N=C/c2cccn2C)cc1 | -4.0% | i | 0.3 | -1.8%
CC1=NN(c2ccccc2)C(=O)C1C=Nc1ccc(N(C)C)cc1 (stereo not given) | -7.0% | i | 0.6 | -5.7%
C=CCNC(=S)NNC(=O)Cn1c(-c2ccccc2)cc(=O)n2ncnc12 | 2.2% | i | 0.3 | -3.7%
Cc1nc2c3cc(Cl)ccc3n(CCN3CCOCC3)c2s1 | -2.3% | i | 0.2 | 1.9%
CN(C)C(=S)Nc1ccc(N2CCOCC2)cc1 | -1.1% | i | 0.3 | 1.8%
CN(C)c1ccc(C(=O)N/N=C/c2cc(Br)cc(Br)c2O)cc1 | 4.8% | i | 0.5 | -7.0%
CC(C)CCCC(C)CCOC(=O)CN1CCCC1 (stereo not given) | -3.5% | i | 0.1 | -12.1%
O=Cc1ccc(O)c2ncccc12 | 12.0% | ? | . | 10.2µM*
COc1ccc(/C=N/OC(=O)Nc2ccc(Cl)cc2)c(OC)c1 | -4.4% | i | 0.8 | 1.9%
CCOCCCn1c(SCC(=O)NC2CCCC2)nc2ccccc2c1=O | -7.2% | i | 1.4 | -1.6%
O=C(CN1C(=O)c2ccccc2C1=O)Nc1ccccc1N1CCOCC1 | -1.7% | i | 0.5 | -8.0%
O=C(O)CSc1ccnc2cc(Cl)ccc12 | 5.0% | i | 0.6 | -0.1%
O=C(NCc1ccco1)c1ccc(-c2csnn2)cc1 | -5.2% | i | 0.9 | -2.5%
CC(=O)Nc1sc(N/N=C/c2ccccc2)nc1-c1ccc(C)cc1 | 12.8% | i | 0.5 | -12.9%
COc1ccc(NC(=O)COc2ccc3oc(=O)cc(C)c3c2)cc1 | 2.7% | i | 1.7 | -0.8%
Cc1oc(C(N)=O)nc1-c1ccccc1 | -0.6% | i | 0.3 | 1.1%
CCCCOc1ncnc2c1[nH]c1ccc(C)cc12 | 17.2% | i | 0.4 | -5.0%
COC(=O)c1cc2c(C(F)(F)F)nn(C)c2s1 | 9.6% | i | 0.5 | 2.2%
CCCCNC(=O)c1cn(CC)c2cc(N3CCN(C)CC3)c(F)cc2c1=O | 6.8% | i | 0.2 | 23.7µM*
Cc1ccccc1CSc1nnc(-c2cnccn2)n1C | 0.1% | i | 0.3 | -5.5%
N#Cc1cc(N)ccc1-n1cccc1 | 1.3% | i | 0.3 | 0.0%
Cn1cccc1C1C(C#N)=C(N)OC2=C1C(=O)CCC2 (stereo not given) | -6.1% | i | 0.5 | 0.2%
O=C(COc1ccc([N+](=O)[O-])cc1)NCCc1nc2ccccc2[nH]1 | 6.8% | i | 1.1 | -6.2%
COc1cc(-c2ccc(Nc3ccccc3C(=O)O)c(OC)c2)ccc1Nc1ccccc1C(=O)O | 38.7% | i | 0.8 | -3.8%
O=C(CCCO)NNc1c2ccccc2nc2ccccc12 | 1.6% | i | 0.6 | 2.2%
CC1=CSC2=NC(C(F)(F)F)(C(F)(F)F)NC(=O)N12 | 27.7% | i | 0.6 | -0.4%
CCCNC(=S)Nc1ccc(F)cc1F | -0.4% | i | 0.6 | -5.6%
Cc1[nH]nc(Nc2ccc(Br)cc2)c1[N+](=O)[O-] | 7.7% | i | 0.4 | -2.5%
O=[N+]([O-])c1ncn(C23CC4CC(CC(C4)C2)C3)n1 | 2.4% | i | 0.9 | -7.6%
CCOC(=O)C1CCN(C(=O)c2cc(C)n(C(C)(C)C)n2)CC1 | 0.3% | i | 1.0 | -10.6%
COC(C[C@H]1O[C@H]1[C@@H](O)COCc1ccccc1)OC | 1.4% | i | 1.4 | 0.9%
COc1ccc(Br)c(C(=O)NC(C)(C)CO)c1 | 2.4% | i | 0.8 | 1.8%
